Source: PubChem
GPR151 ag: human GPR151 activation; AID 1508602; 650,000 tested, 1% active; PathHunter beta-arrestin GPR151 cells, luminescence; activation, % at 11.2 µM; Q8TDV0; in the data active = activation above about 4.9%;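 note: 0% = median of compound wells and 100% = cells with positive control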
Target sequence (Q8TDV0 whole entry, looked up): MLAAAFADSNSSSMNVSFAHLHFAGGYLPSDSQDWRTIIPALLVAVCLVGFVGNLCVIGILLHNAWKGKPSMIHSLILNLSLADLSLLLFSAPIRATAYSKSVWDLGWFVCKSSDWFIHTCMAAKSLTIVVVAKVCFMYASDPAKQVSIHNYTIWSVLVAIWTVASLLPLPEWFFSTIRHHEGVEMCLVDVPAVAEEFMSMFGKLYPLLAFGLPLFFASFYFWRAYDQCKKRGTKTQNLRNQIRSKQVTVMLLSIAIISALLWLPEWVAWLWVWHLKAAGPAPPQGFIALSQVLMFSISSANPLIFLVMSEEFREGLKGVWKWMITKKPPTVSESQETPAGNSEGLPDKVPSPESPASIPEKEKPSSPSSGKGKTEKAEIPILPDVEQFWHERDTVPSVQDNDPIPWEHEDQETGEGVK
TEAD-YAP inh: TEAD-YAP interaction inhibition. HEK-TIYL cells, TEAD-Gal4/YAP UAS-luciferase luminescence. inhibition, % at 9.12 µM. 640,000 tested, 1.4% active; in the data active = inhibition above about 32%;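 note: 0% = median of test compound wells and 100% = reference inhibitor wells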
MITF primary: blocks human microphthalmia-associated transcription factor; 650,000 tested, 0.91% active; inhibition, % at 2.6 µM; AlphaScreen MITF homodimerization, bead proximity signal; O75030; in the data active = inhibition above about 50%;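 note: 0% = vehicle wells with protein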
Target sequence (O75030 whole entry, looked up): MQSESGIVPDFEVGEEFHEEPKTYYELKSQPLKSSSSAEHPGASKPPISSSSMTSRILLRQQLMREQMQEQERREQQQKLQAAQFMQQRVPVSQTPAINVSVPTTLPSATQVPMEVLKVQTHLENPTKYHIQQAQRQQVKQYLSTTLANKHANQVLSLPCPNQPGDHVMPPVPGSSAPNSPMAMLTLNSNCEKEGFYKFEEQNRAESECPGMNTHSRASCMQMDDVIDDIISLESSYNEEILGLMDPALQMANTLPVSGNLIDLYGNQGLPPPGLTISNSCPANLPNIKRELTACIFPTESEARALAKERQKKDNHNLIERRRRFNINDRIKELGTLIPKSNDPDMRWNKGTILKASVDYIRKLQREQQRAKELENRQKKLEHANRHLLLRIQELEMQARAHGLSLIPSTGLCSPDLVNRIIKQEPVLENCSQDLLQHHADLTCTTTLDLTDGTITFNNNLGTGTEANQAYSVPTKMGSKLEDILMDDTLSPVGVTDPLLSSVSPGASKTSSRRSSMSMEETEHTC
FBW7 activator: activators of human E3 ligase FBW7; AlphaScreen FBW7–phospho-cyclin E peptide binding, activator screen; normalized activity (activation), % at 26.1 µM; 650,000 tested, 0.13% active; AID 1259310; in the data active = normalized activity above about 1.9%;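 note: purified mutant Fbw7 with reduced substrate affinity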
* marks the source's active call; other numbers are inactive results; & = joins results of further samples.

SMILES	GPR151 ag	TEAD-YAP inh	MITF primary	FBW7 activator
Cc1ccc(-c2cc3nc4c(c(N5CCC(O)CC5)n3n2)CCC4)cc1	0.5	-18	22	1.0
COc1ccc(S(=O)(=O)NC(CCC(N)=O)C(=O)OCc2ccc(F)cc2)cc1 (stereo not given)	0.3	-2	5	-0.1
S=C1NCCOCCOCCOCCNC(=S)N2CCOCCOCCN1CCOCCOCC2	-0.1	-7	0	0.0
O=C(NC1(C(F)(F)F)N=C(c2ccccc2)NC1=O)C1CCCCC1 (stereo not given)	-0.4	-2	9	0.1
COc1ccc(-c2ccc(=O)n(CC(=O)Nc3ccc(S(=O)(=O)N(C)C)cc3)n2)cc1	2.5	5	-6	0.0
N#Cc1c(-c2ccccc2)cc(N2CCCCC2)n2c1nc1ccccc12	-0.5	-5	-3	-0.1
CC(C)c1nc(SCC(N)=O)c2c3c(sc2n1)CCCC3	0.9	4	3	0.1
Cc1cc(NC(=O)CSc2nnnn2-c2ccccc2)no1	1.2	6	-1	0.2
COc1ccc(NC(=O)c2ccc3ccccc3c2)cc1	-1.1	-17	10	0.0
O=C(/C=C/c1ccc(Cl)cc1)Nc1ccc(Cl)cc1	-0.6	-18	12	0.1
CCC(=O)N/C(=N\c1nc(C)cc(C)n1)Nc1ccc(Cl)c(Cl)c1	-0.5&4.6	5&7	9&6	0.2&-0.1
CCOC(=O)C1=C(c2ccccc2)OC(N)=C(C#N)C1c1ccc(C(F)(F)F)cc1 (stereo not given)	0.6	-12	-2	-0.1
COc1cccc(/C=C(/C#N)c2ccc(C#N)cc2)c1OC	1.6	10	-3	-0.1
Cc1ccc(S(=O)(=O)N(CC(=O)NC(C)C)Cc2ccccc2)cc1	1.7	0	6	0.1
O=C(CSCc1ccc(F)cc1)NCc1cccs1	-1.5	-3	3	0.7
CCOC(=O)/C=C1\NC(c2ccccc2)=C(c2ccccc2)C1=O	-0.8	-7	56*	0.1
CCc1ccc(N2C(=O)NC(=O)/C(=C/c3ccc(C)s3)C2=O)cc1	-0.7	-8	6	0.2
CN(Cc1nccn1C)C(=O)CC1C(=O)NCCN1Cc1ccc(-c2ccccc2)cc1 (stereo not given)	-2.5	3	-5	-0.2
Cc1nn(CC(=O)N2c3ccc(F)cc3CCC2C)c(=O)c2cc3sccc3n12 (stereo not given)	0.0	-10	0	0.0
CCOC(=O)c1ccc(NC(=O)CC(=O)Nc2ccc(C(=O)OCC)cc2)cc1	-0.1	5	-8	-0.1
CCCCCCSc1nsc(NC(=O)CC)n1	0.6	-47	6	0.1
COc1ccc(NC(=O)C(=O)/C=C(\O)c2ccc(Br)cc2)cc1	-0.3	-7	-14	0.0
COc1ccc(-c2nc3ccccc3o2)cc1NC(=O)COc1ccc(Cl)cc1C	-0.5	-1	7	0.1
O=C(Nc1nnc(SCC(=O)N2CCc3ccccc32)s1)c1c(F)cccc1Cl	2.9	5	-3	0.0
Cc1ccc2c(c1)CN(CCC(=O)NCC1OCCc3ccccc31)CC(C)O2 (stereo not given)	2.4	-2	7	0.1
Cc1ccc(C2=NC(C)(C)NC2=O)cc1	1.4	3	0	-0.1
N#CC(C#N)=NNc1ccccc1C(=O)O	-0.4	10	6	0.1
CCCNC(=O)Cn1cnc2sc(C(=O)Nc3ccccc3C(=O)OCC)c(C)c2c1=O	0.4	0	17	-0.1
O=C(c1cccc(F)c1)N1CCCC(C(=O)N2CCCCCC2)C1 (stereo not given)	-0.1	4	6	0.0
COc1ccc(-c2cc(C(=O)NCc3nc4ccccc4[nH]3)ccn2)cc1	-2.7	-1	-3	-0.2
CCN1CCN(c2ncc(C(=O)Nc3ccccc3C(=O)OC)c3ccccc23)CC1	-0.9	-6	3	0.1
CCn1cnc2sc(C(=O)NCCCOC)c(C)c2c1=O	0.3	-4	1	0.0
Cc1cc(C)c(NC(=O)c2cc(S(=O)(=O)NCc3ccc(F)cc3)ccc2F)c(C)c1	1.0	-7	-5	-0.1
NC(=O)Nc1ccc(C(=O)NC(c2ccccc2)c2ccccc2)cc1	1.0	5	-5	-0.1
N#Cc1ccc(OCC(=O)Nc2nc(-c3cc4ccccc4oc3=O)cs2)cc1	1.4	-2	7	0.1
COc1cc(C(=O)N2CCN(Cc3ccc(Br)cc3)CC2)cc(OC)c1OC	0.0	-3	54*	0.3
COc1ccccc1-c1cc(C(=O)Nc2cccnc2)c2ccccc2n1	0.5	9	-4	-0.2
CC(=O)Oc1cc2sc(C)nc2c2sccc12	1.3	2	-13	-0.1
Cc1ccc(C2=Nc3ccccc3N=C(c3ccc4ccccc4c3O)C2)cc1	2.2	-6	3	-0.1
Cc1cccc(NC(=O)c2cc(NC(=O)CCC(=O)O)ccc2N2CCOCC2)c1	3.5	7	0	0.6
c1ccc(CCNc2ccncn2)nc1	-0.8	-4	0	0.1
Cn1nc(-c2cccc(F)c2)n(-c2ccncc2)c1=O	0.1	7	1	-0.1
N#Cc1cn(CCCOc2ccccc2)c2ccccc12	-0.9	-16	-8	-0.1
COc1ccc(C(C)=O)cc1COC(=O)c1ccc(S(=O)(=O)NCc2ccco2)cc1	-1.3	0	-10	-0.2
Cc1ccc(-c2cc(C(F)(F)F)n3nc(C(=O)N4CCN(c5cccc(Cl)c5)CC4)cc3n2)cc1	-0.2	-5	-2	-0.1
C=CCn1c(=O)c2c(nc3n(-c4cccc(C)c4)c(C)cn23)n(C)c1=O	0.0	0	-5	-0.1
CC1(C)NC(=O)N(CCCCOc2ccccc2C#N)C1=O	-0.1	-15	-5	-0.2
CN1CCN(NC(=O)c2cccc(OC(F)(F)C(F)F)c2)CC1	1.0	6	8	0.3
O=C(CCCSc1nc2ccccc2s1)OCC(=O)c1ccc[nH]1	-5.8	9	-6	0.0
O=N/C(C(=O)Nc1ccc(Cl)cc1)=C(/O)c1ccccc1	-1.3	-16	-4	-0.2
Cc1cc(C)cc(NC(=S)N(CCN(C)C)Cc2cccs2)c1	-0.7	0	-2	-0.1
O=C(Nc1ccc(Br)cc1)c1cc(C2CC2)on1	-0.6	-81	-9	-0.1
O=c1cc(CSc2n[nH]c(-c3ccncc3)n2)nc2sccn12	0.2	1	1	-0.1
COc1ccc(CCNC(=O)Cn2cnc(C)cc2=O)cc1OC	-1.1	-10	-6	-0.1
CCOC(=O)COc1cc(C)c2c(=O)c(-c3nc(C)cs3)coc2c1	2.6	-8	-9	-0.1
COc1ccc(CCNC(=O)C(=O)Nc2ccc(C(C)C)cc2)cc1OC	-0.5	-3	0	-0.2
Cc1cccc(NC(=O)Cn2c(O)c(N=NCCO)c3ccccc32)c1	1.4	2	5	0.1
c1ccc2sc(SCSc3nc4ccccc4s3)nc2c1	0.3	5	-9	0.2
O=C(O)C(=Cc1ccc(-c2ccc(Cl)cc2)o1)C(=O)O	-0.2	-3	-6	-0.1
CCOC(=O)N1CCc2c(sc(NCc3cccs3)c2C(=O)Nc2ccc(OC)cc2OC)C1	-0.5	12	13	-0.6

Reprinted from the results shown for reference:
SMILES	GPR151 ag	TEAD-YAP inh	MITF primary	FBW7 activator
COc1cc(C(=O)N2CCN(Cc3ccc(Br)cc3)CC2)cc(OC)c1OC	0.0	-3	54*	0.3
COc1ccccc1-c1cc(C(=O)Nc2cccnc2)c2ccccc2n1	0.5	9	-4	-0.2
CC(=O)Oc1cc2sc(C)nc2c2sccc12	1.3	2	-13	-0.1
Cc1ccc(C2=Nc3ccccc3N=C(c3ccc4ccccc4c3O)C2)cc1	2.2	-6	3	-0.1
Cc1cccc(NC(=O)c2cc(NC(=O)CCC(=O)O)ccc2N2CCOCC2)c1	3.5	7	0	0.6
c1ccc(CCNc2ccncn2)nc1	-0.8	-4	0	0.1
Cn1nc(-c2cccc(F)c2)n(-c2ccncc2)c1=O	0.1	7	1	-0.1
N#Cc1cn(CCCOc2ccccc2)c2ccccc12	-0.9	-16	-8	-0.1
COc1ccc(C(C)=O)cc1COC(=O)c1ccc(S(=O)(=O)NCc2ccco2)cc1	-1.3	0	-10	-0.2
Cc1ccc(-c2cc(C(F)(F)F)n3nc(C(=O)N4CCN(c5cccc(Cl)c5)CC4)cc3n2)cc1	-0.2	-5	-2	-0.1
C=CCn1c(=O)c2c(nc3n(-c4cccc(C)c4)c(C)cn23)n(C)c1=O	0.0	0	-5	-0.1
CC1(C)NC(=O)N(CCCCOc2ccccc2C#N)C1=O	-0.1	-15	-5	-0.2
CN1CCN(NC(=O)c2cccc(OC(F)(F)C(F)F)c2)CC1	1.0	6	8	0.3
O=C(CCCSc1nc2ccccc2s1)OCC(=O)c1ccc[nH]1	-5.8	9	-6	0.0
O=N/C(C(=O)Nc1ccc(Cl)cc1)=C(/O)c1ccccc1	-1.3	-16	-4	-0.2
Cc1cc(C)cc(NC(=S)N(CCN(C)C)Cc2cccs2)c1	-0.7	0	-2	-0.1
O=C(Nc1ccc(Br)cc1)c1cc(C2CC2)on1	-0.6	-81	-9	-0.1
O=c1cc(CSc2n[nH]c(-c3ccncc3)n2)nc2sccn12	0.2	1	1	-0.1
COc1ccc(CCNC(=O)Cn2cnc(C)cc2=O)cc1OC	-1.1	-10	-6	-0.1
CCOC(=O)COc1cc(C)c2c(=O)c(-c3nc(C)cs3)coc2c1	2.6	-8	-9	-0.1
COc1ccc(CCNC(=O)C(=O)Nc2ccc(C(C)C)cc2)cc1OC	-0.5	-3	0	-0.2
Cc1cccc(NC(=O)Cn2c(O)c(N=NCCO)c3ccccc32)c1	1.4	2	5	0.1
c1ccc2sc(SCSc3nc4ccccc4s3)nc2c1	0.3	5	-9	0.2
O=C(O)C(=Cc1ccc(-c2ccc(Cl)cc2)o1)C(=O)O	-0.2	-3	-6	-0.1
CCOC(=O)N1CCc2c(sc(NCc3cccs3)c2C(=O)Nc2ccc(OC)cc2OC)C1	-0.5	12	13	-0.6

Later entries
SMILES	GPR151 ag	TEAD-YAP inh	MITF primary	FBW7 activator
COC(=O)c1[nH]c2ccc(F)cc2c1NC(C)=O	0.5	-11	4	0.4
CCC1CN(CCNC(=O)c2nc3ncccn3n2)Cc2cc(OC)ccc2O1 (stereo not given)	-0.7	2	2	0.1
CC(C)CC(=O)C(=O)N1CCCC(C(=O)Nc2cccc(-c3ccc(F)cc3)c2)C1 (stereo not given)	-0.6	8	11	0.2
NC(=O)C1CCN(C(=O)c2cc3ccccc3oc2=O)CC1	-0.2	0	1	-0.2
COc1ccc(C2C(C(=O)Nc3cnc4ccccc4c3)c3ccccc3C(=O)N2C)cc1 (stereo not given)	1.2	-11	9	0.1
Nc1ccc(-c2ccc(N)c(S(=O)(=O)O)c2)cc1S(=O)(=O)O	0.9	7	15	0.1
CCOC(=O)C1=C(c2ccccc2)N=c2s/c(=C/c3cc([N+](=O)[O-])ccc3N3CCN(C)CC3)c(=O)n2C1c1cccs1 (stereo not given)	-1.1	-3	-14	-0.2
COc1cccc(NC(=O)c2cc(C3CC3)[nH]n2)c1	-13	3	-4	0.0
O=C(Cn1c(-c2ccccn2)nc2ccccc21)N1CCCCC1	-2.5	2	1	0.9
CCCC/C=C\c1cnc2c(NCc3ccc4c(c3)OCO4)nccn12	0.1	5	5	0.2
C=CCN(CCN(C)C(C)=Nc1cc(C)cc(C)c1)S(=O)(=O)c1ccc([N+](=O)[O-])cc1	-3.0	-2	25	0.1
CC1CCc2c(sc(NC(=O)CSc3ncccn3)c2C#N)C1 (stereo not given)	1.5	5	7	-0.1
O=C(CCC(=O)n1ncc2ccc(Cl)cc21)NC1CCCCCC1	3.7	-9	4	0.1
CC(C)C(=O)Nc1nnc(C2CCCC2)s1	-0.7	0	-2	0.0

At a glance, some entries already given:
SMILES	GPR151 ag	TEAD-YAP inh	MITF primary	FBW7 activator
CCC1CN(CCNC(=O)c2nc3ncccn3n2)Cc2cc(OC)ccc2O1 (stereo not given)	-0.7	2	2	0.1
CC(C)CC(=O)C(=O)N1CCCC(C(=O)Nc2cccc(-c3ccc(F)cc3)c2)C1 (stereo not given)	-0.6	8	11	0.2
